Compound activity deposited in PubChem by National Center for Advancing Translational Sciences (NCATS).
RORg inh: inhibitors of mouse ROR gamma transcriptional activity | P51450 | Drosophila S2 Gal4-RORgamma UAS-luciferase reporter, 20 h | Potency, µM (top dose mostly 53.6 µM), for the others: at the top dose activity change, negative = inhibition, usual class: inhibitors | 310,000 compounds, 5.4% hits; further: potency means the concentration at half of the fitted maximal effect; on the % scale 0 is the no-effect control and ±100 the full control effect; nearly all actives have a fitted effect of over 60% in size
Target sequence (P51450 whole entry, looked up, the tested form may be a part): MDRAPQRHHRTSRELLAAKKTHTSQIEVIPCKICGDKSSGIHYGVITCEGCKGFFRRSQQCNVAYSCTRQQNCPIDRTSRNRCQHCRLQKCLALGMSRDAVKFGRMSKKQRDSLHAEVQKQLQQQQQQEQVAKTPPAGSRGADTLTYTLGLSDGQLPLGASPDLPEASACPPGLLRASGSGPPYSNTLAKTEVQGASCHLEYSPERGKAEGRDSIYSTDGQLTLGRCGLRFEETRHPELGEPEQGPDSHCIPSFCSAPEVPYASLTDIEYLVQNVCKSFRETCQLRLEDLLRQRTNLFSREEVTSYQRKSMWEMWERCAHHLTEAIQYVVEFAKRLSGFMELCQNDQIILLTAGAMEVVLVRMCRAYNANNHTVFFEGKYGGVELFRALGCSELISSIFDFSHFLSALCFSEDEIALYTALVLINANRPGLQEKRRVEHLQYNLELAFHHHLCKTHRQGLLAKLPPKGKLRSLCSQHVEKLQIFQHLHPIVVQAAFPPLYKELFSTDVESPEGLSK
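Stably transfected Drosophila Schneider cells are the test system, with ROR gamma fused to Gal4 and luciferase under UAS control; luminescence is read after 20 hr of 700 uM copper sulfate induction at ambient temperature.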
Rab9 prom act: activators of Rab9 promoter | Huh7 Rab9 promoter-luciferase reporter, luminescence, 24 h | AID 485297 | 320,000 compounds, 2.8% hits | Potency, µM (top dose mostly 9.22 µM), for the others: at the highest dose activation, negative = inhibition, usual class: activators; further: potency means the concentration at half of the fitted maximal effect; % of control where 0% means no effect; nearly all actives have a fitted effect of over 60% in size
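Stable Rab9-luc Huh7, 1500 cells/well, 2 h settle; cmpd in DMSO, 24 h, 37 °C/5% CO2; luciferase reagent 10 min RT; luminescence.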
FLuc counter: inhibits or activates purified firefly luciferase, miR-21 counter-screen. purified FLuc, Km substrates, luminescence inhibition. P08659. AID 588342. 360,000 compounds, 6.9% hits. Potency, µM (titrated, usually from 57.5 µM), for the others: at the highest dose activity change, negative = inhibition, hits mostly inhibitors;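 further: potency means the concentration at half of the fitted maximal effect; plate controls were vehicle for no effect and reference inhibitor for full effect; nearly all actives have a fitted effect of over 55% in size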
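Purified P. pyralis luciferase (10nM final) with 10uM D-luciferin and 10uM ATP (Km levels) in 50mM Tris acetate pH 7.5, 10mM Mg acetate, 0.01% Tween-20, 0.05% BSA; qHTS 6-point titration, ~60 µM downward; luminescence read.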
Tb PFK inh: blocks T. brucei phosphofructokinase. O15648. T. brucei PFK, ADP-Glo luminescence. Potency, µM (series often up to 57.5 µM), inactives show top-dose activity, negative = inhibition, hits mostly inhibitors. 330,000 compounds, 0.17% hits. AID 485367;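 further: potency means the concentration at half of the fitted maximal effect; 0% = uninhibited 1x PFK enzyme wells and -100% = no-enzyme wells; nearly all actives have a fitted effect of over 60% in size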
Target sequence (O15648 whole entry, looked up): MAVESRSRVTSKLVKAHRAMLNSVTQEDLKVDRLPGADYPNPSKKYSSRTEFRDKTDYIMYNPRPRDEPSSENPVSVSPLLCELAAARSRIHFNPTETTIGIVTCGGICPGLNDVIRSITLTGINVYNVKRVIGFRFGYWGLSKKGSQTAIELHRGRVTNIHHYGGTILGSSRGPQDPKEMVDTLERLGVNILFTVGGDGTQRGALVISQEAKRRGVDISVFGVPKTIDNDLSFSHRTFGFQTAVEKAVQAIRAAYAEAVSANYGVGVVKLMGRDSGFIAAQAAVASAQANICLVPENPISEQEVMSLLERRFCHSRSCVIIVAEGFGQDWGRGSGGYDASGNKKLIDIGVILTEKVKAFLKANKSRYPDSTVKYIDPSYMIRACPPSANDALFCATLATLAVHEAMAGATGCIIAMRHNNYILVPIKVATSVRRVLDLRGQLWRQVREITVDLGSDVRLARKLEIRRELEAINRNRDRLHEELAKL
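PFK 1.25 nM, F6P 0.5 mM, ATP 0.1 mM, 0.1 M TEA pH 8.0, 5 mM MgCl2, 0.01% Tween20, 0.1% BSA; 45 min RT. ADP-Glo readout. qHTS titration up to 57 uM; curves fitted, compounds curve-classed.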
Giardia kill: kills Giardia lamblia; Giardia lamblia trophozoite viability; activity change, % at 7.66 µM, hits read low; 340,000 compounds, 0.15% hits; AID 540267; in the data active means activity change below about -80%; inconclusive means between about -30% and that limit;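 further: parasites exposed to compound for two days anaerobically before the ATP read; on the % scale 0 is the no-effect control and ±100 the full control effect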
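Luminescence from cellular ATP indicates surviving trophozoites (100 cells/well) following 48 hrs anaerobic compound treatment at 37 deg C; signal develops 15-30 min at room temperature.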
NPC1 promoter act: activators of NPC1 promoter | Huh7 NPC1 promoter luciferase reporter, 24 h | Potency, µM (series often up to 9.22 µM), for the others: top-dose activation, hits mostly activators | 320,000 compounds, 2.4% hits | AID 485313;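 further: potency means the concentration at half of the fitted maximal effect; % of control where 0% means no effect; nearly all actives have a fitted effect of over 60% in size; reporter is driven by a mutant NPC1 promoter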
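Luminescence read-out of NPC1 promoter-driven luciferase in stably transfected Huh7 cells; compounds delivered in DMSO and left 24 h at 37C, 5% CO2, qHTS titration format.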
KCNH2 3.1 inh: KCNH2 3.1 (human) potassium channel inhibition; U2OS KCNH2 3.1, thallium flux FluxOr; active compounds read low; activity change, % (tested at about 1.8 µM); 340,000 compounds, 0.95% hits; AID 720553;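 active means maximum activity change below -70%; inconclusive means maximum activity change from -70% to -50%; inactive means maximum activity change above -50%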;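 further: thallium influx rate constant from kinetic fluorescence after stimulation buffer; on the % scale 0 is the no-effect control and ±100 the full control effect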
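Thallium flux read-out: FluxOr dye with Red40 quencher in HBSS/HEPES, 45 min at RT. Rate constants from kinetic reads were normalized to positive and negative DMSO controls. Cells: U2OS virally expressing the 3.1 isoform.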
ELG1 genotox: induces genotoxicity in HEK293T cells with luciferase-tagged ELG1 | HEK293T ELG1-luciferase reporter, luminescence, 16 h | Potency, µM (titrated, usually from 46 µM), for inactives: at the top dose activity change, positive = activation, hits mostly activators | 330,000 compounds, 1.3% hits | AID 504466; further: potency means the concentration at half of the fitted maximal effect; % of control where 0% means no effect; nearly all actives have a fitted effect of over 60% in size
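After overnight (16 hr) compound treatment at 37 °C, ELG1-luciferase HEK293T cells were lysed with ONE-Glo; luminescence quantified 30 min later at room temperature.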
Gal4-VP16 FLuc: inhibits Gal4-VP16 luciferase reporter, ROR gamma counter-screen; Drosophila S2 Gal4-VP16 UAS-luciferase, luminescence, 20 h; Potency, µM (series often up to 53.6 µM), for inactives: at the highest dose activity, negative = inhibition, actives largely listed as inhibitors; 310,000 compounds, 3.5% hits; AID 2546;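 further: Gal4-VP16 expression switched on by copper sulfate through the metallothionein promoter; potency means the concentration at half of the fitted maximal effect; on the % scale 0 is the no-effect control and ±100 the full control effect; nearly all actives have a fitted effect of over 50% in size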
Coupling enz: counter-screen for Giardia aldolase inhibitors: coupling enzyme system | 290,000 compounds, 0.67% hits | coupling enzyme system counterscreen, AmpLite Red fluorescence | activity change, negative = inhibition, % at 58.2 µM, hits read low; in the data active means activity change below about -30%; further: on the % scale 0 is the no-effect control and ±100 the full control effect
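Activity here indicates interference with the coupling reaction, not aldolase inhibition. Compounds at 57.5 uM final met coupling enzymes for 10 min at RT; substrate and AmpLite Red detection followed, with a 525/598 nm fluorescence read after 20 min.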
uPA generation: blocks generation of uPA at the cell surface | AID 540303 | Potency, µM (top dose mostly 38.3 µM), inactives show at the highest dose activity change, negative = inhibition, usual class: inhibitors | 330,000 compounds, 0.31% hits | cell surface uPA generation assay, qHTS; active means well fitted inhibition curve with a large enough effect; inconclusive means small, poorly fitted or top-dose-only effect; inactive means no such curve, though single readings can be large or run the other way; tested in mouse RAW 264.7 cells; further: potency means the concentration at half of the fitted maximal effect; on the % scale 0 is the no-effect control and ±100 the full control effect; nearly all actives have a fitted effect of over 55% in size
Numbers without * were called inactive; ? = inconclusive; nt = no result given; & = joins results of further samples; [ ] = another dose, or the depositor's remark. Unless noted, the call rests on the fitted dose curve; in most records, active means well fitted curve in the direction sought with a large enough effect; inconclusive means small, poorly fitted or top-dose-only effect, or another doubt; inactive means no such curve, though single readings can be large; an effect the other way counts as inactive or inconclusive.

nr	molecule	RORg inh	Rab9 prom act	FLuc counter	Tb PFK inh	Giardia kill	NPC1 promoter act	KCNH2 3.1 inh	ELG1 genotox	Gal4-VP16 FLuc	Coupling enz	uPA generation
1	CCN(C1CCCCC1)S(=O)(=O)c1ccc(S(=O)(=O)N(CC(=O)Nc2ccccc2)C2CC2)cc1	18%	12%	3%	-1%	8	0%	-3	-14%	-3%	1	-3%
2	COc1ccc(S(=O)(=O)NCC(=O)N(CC(=O)NCC2CCCO2)Cc2ccc(F)cc2)cc1 (centres undefined)	-1%	6%	5%	-19%	-8	0%	-16	4%	6%	-2	5%
3	CN(Cc1ccccc1Cl)C(=O)CCNC(=O)c1ccco1	nt	14%	-4%	0%	8	29%	9	2%	nt	nt	5%
4	COc1cc(C(=O)Oc2cccc(C)c2)cc(OC)c1OC	-4%	-3%	1%	5%	13	-6%	12	-1%	-12%	0	9%
5	Cc1ccc(NS(=O)(=O)c2cc3c4c(cccc4c2)C(=O)NC3=O)cc1C	?	-1%	-2%	0%	-22	3%	6	-9%	?	3	-4%
6	CCCSc1ccc([C@H]2N[C@@](C)(C(=O)OC)[C@H]3C(=O)N(C)C(=O)[C@@H]23)cc1	nt	-2%	-1%	-15%	-11	0%	5	3%	nt	nt	-1%
7	CC1CCN(C(=O)C(=O)c2cn(CC(=O)N3CCCC3)c3ccccc23)CC1	-8%	-3%	-3%	1%	8	-3%	6	0%	-2%	nt	-1%
8	COc1cc(C(=O)OCC(=O)N(CC(C)C)C2CCS(=O)(=O)C2)cc(OC)c1C (centres undefined)	nt	-1%	4%	-16%	9	0%	15	1%	nt	nt	1%
9	COc1ccc(-c2cc(C(=O)N3CCOCC3)no2)cc1	10µM*	0.45µM*	1.5µM*	3%	-10	0.35µM*	5	0.41µM*	?	2	-5%
10	COc1cccc(NC(=O)C2CCC(CNS(=O)(=O)c3ccc4c(c3)CC(C)N4C(C)=O)CC2)c1 (centres undefined)	30%	-19%	0%&-12%	-6%	-5	-8%	-22	6%[9.26 µM]	-14%	1	-14%
11	CCc1cc(C=C(Cl)Cl)oc(=O)c1C	-3%	-10%	3%	-5%	-1	1%	14	1%	12%	-1	?
12	CC(=O)CC(=O)Nc1ccn(-c2ccccc2)n1	1%	-3%	-14%	-4%	-11	2%	16	11%	-13%	1	3%
13	COc1cc(NC(=S)N2CCN(Cc3ccccc3)CC2)cc(OC)c1	?	-8%	-1%	0%	7	-3%	8	2%	?	1	-3%
14	O=C(c1ccc(S(=O)(=O)N2CCCCC2)cc1)N1CCN(c2ccccc2F)CC1	29%	1%	-1%	1%	18	-5%	-8	-1%	-8%	0	-4%
15	CN(Cc1cccc(Cl)c1Cl)C(=O)c1cc(S(=O)(=O)N2CCOCC2)ccc1F	nt	nt	nt	-3%	13	nt	9	-6%	nt	nt	0%
16	COc1ccccc1N1CCN(C(=O)COc2ccc(S(=O)(=O)NC(C)(C)C)cc2)CC1	?	-1%	-2%	0%	nt	-8%	nt	-7%	1%	2	nt
17	COc1ccc(-c2c(-c3cc(OC)cc(OC)c3)n(C)c3ccc(-c4cnc(N)nc4)cc23)cc1	nt	nt	nt	0%	-1	nt	-36	13%	nt	nt	29%
18	CCOC(=O)C1=C(C)N=c2s/c(=C\c3ccc(OCC(=O)O)cc3)c(=O)n2C1c1ccc(OC(C)C)cc1 (centres undefined)	10%	-2%	-10%	0%	1	-5%	-15	nt	-9%	5	-3%
19	COc1cc(OC)cc(C(=O)Nc2cccc3cccnc23)c1	8%	-5%	?	-4%	-2	-5%	-20	-6%	1%	-1	0%
20	O=C(c1cc(COc2cccc3cnccc23)on1)N1CCC(c2ccccc2Cl)C1 (centres undefined)	?	-7%	3%	3%	-13	-1%	17	9%	-2%	nt	-25%
21	O=C(CN1C(=O)CCC1=O)Nc1ccc2c3c(cccc13)CC2	34%	1%	-1%	1%	14	2%	8	1%	0%	-7	2%
22	CCOC(=O)C1(Cc2ccccc2C)CCCN(C(=O)c2ccc(COC)o2)C1 (centres undefined)	21%	?	21µM*	10%	-5	?	-3	11%	11%	nt	9%
23	O=C1CC(NS(=O)(=O)c2ccccc2F)CN1c1ccc2c(c1)OCCO2 (centres undefined)	nt	-5%	-5%	-1%	10	-3%	-6	6%	nt	nt	28%
24	O=C(Nc1ccon1)Nc1cc(Cl)ccc1Cl	0%	7%	2%	3%	-8	1%	9	1%	8%	-3	2%
25	O=C(c1cccnc1)N1CCN(C(=O)c2ccco2)CC1	30%	2%	1%	-2%	-11	-3%	-3	0%	3%	3	-4%
26	O=C(O)C(Cc1ccccc1)N1C(=O)c2cccc3cccc(c23)C1=O (centres undefined)	1%	1%	-11%	5%	11	-2%	17	-5%	0%	1	1%
27	Cc1cc(C(=O)NCc2cc(C)n(C)n2)sc1-c1ccccc1	15%	12%	?	-1%	22	-1%	-24	?	2%	-1	-3%
28	Cc1ccc(NC(=O)N2CCC(C(=O)Nc3ccc(C)cc3C)CC2)cc1	-16%	-5%	1%	-1%	12	-6%	-3	?	28%	3	3%
29	CSc1ccccc1NC(=O)CN(C)C(=O)C1CC(=O)N(C(C)c2ccccc2)C1 (centres undefined)	nt	-5%	0%	6%	-9	-1%	13	2%	nt	nt	11%
30	COCCCNC(=O)CN(c1cc(OC)ccc1OC)S(=O)(=O)c1ccccc1	1%	-1%	0%	-4%	25	3%	-2	0%	5%	-1	6%
31	O=C(CSc1nnnn1-c1ccc2c(c1)OCCO2)N1CCN(C(=O)c2ccco2)CC1	-21%	-1%	3%	-2%	-3	-1%	14	-2%	-6%	0	nt
32	Cc1ccc(NC(=O)CCC(=O)c2cc(C)sc2C)nc1	nt	7%	2%	-1%	6	-8%	-6	-1%	nt	nt	-1%
33	O=C1CC(NNC(=O)c2ccc(Br)cc2)C(=O)N1 (centres undefined)	-12%	-1%	3%	-1%	18	2%	1	0%	0%	4	1%
34	O=C(Nc1cccc2ncccc12)c1ccc(Br)c([N+](=O)[O-])c1	-27%	-4%	5%	-25%	-11	-3%	-19	-8%	5%	-2	-1%
35	CC(C)Cn1c(=O)c2c(c3ccccc31)OC(C)C(=O)N2 (centres undefined)	-3%	-3%	6%	0%	7	-1%	-6	8%	-2%	2	-4%
36	Cc1nc(C)c(C(=O)OCC(=O)N(C)c2ccccc2)s1	nt	3%	3%	0%	2	0%	-1	1%	nt	nt	-1%
37	O=C(CN1CCC(O)(c2ccc3c(c2)OCO3)CC1)NC1CCCCC1	-7%	-4%	-1%	4%	-14	-3%	5	3%	-12%	-1	7%
38	CC(=O)c1ccc(N2C(=NC(=O)C3CCCO3)SC3CS(=O)(=O)CC32)cc1 (centres undefined)	-13%	4%	-1%	2%	26	-3%	-2	0%	-7%	2	2%
39	CC(Sc1ccc(Cl)cc1)C(=O)NNC(=O)c1ccccc1O (centres undefined)	?	-3%	?	0%	8	-1%	2	-1%	-29%	nt	-27%
40	N#CCCCN1C(=O)C(O)(CC(=O)c2ccc3c(c2)OCCO3)c2ccccc21 (centres undefined)	-6%	1%	1%	-1%	9	-4%	-1	-6%	24%	1	-1%
41	O=C(COc1ccc(Br)cc1)N1CCCCCC1	26%	16%	-19%	-1%	3	16%	-9	8%	18%	7	-1%
42	Cc1ccc2[nH]c(CNC(=O)C3CCCCC3)cc2c1	0%	?	-2%	-2%	-20	24%	-18	0%	7%	1	-3%
43	CCCCCCC(=O)N/N=C/c1ccc(Br)cc1	-1%	0%	-2%	0%	-23	1%	6	1%	?	-1	7%
44	CCN1C(=O)[C@H]2[C@H]3CN=C(SCc4ccc(C#N)cc4)N3[C@@](CC)(C(=O)OC)[C@H]2C1=O	nt	nt	nt	1%	9	nt	-29	5%	nt	nt	12%
45	O=C(Nc1ccc2c(c1)OCO2)N1CCN(Cc2ccco2)CC1	-1%	0.79µM*	0.95µM*	-1%	?	?	7	?	-5%	4	-15%
46	CC(NC(=O)c1ccccc1F)c1nnc(SCC(=O)Nc2nnc(C3CC3)s2)n1C (centres undefined)	nt	-1%	1%	-3%	-28	-3%	-8	-3%	nt	nt	-2%
47	COc1cccc(Cn2nnc(C(=O)NCc3ccccc3Cl)c2N)c1	?	-5%	?	-4%	4	1%	-12	-1%	8%	0	8%
48	CC1(C)C2([N+](=O)[O-])CN3CC1([N+](=O)[O-])CN(C2)C3c1ccc(O)c(O)c1 (centres undefined)	-17%	-4%	-3%	-13%	6	-1%	12	-3%	0%	-4	2%
49	c1cc2c3c(cccc3c1)C(N1CCOCC1)=N2	-16%	2%	-8%	-2%	-4	13%	-1	1%	-5%	-51*	0%
50	NC(=O)c1ccc2c(c1)S(=O)(=O)c1ccccc1C2=O	6%	-1%	-3%	-17%	-26	9%	-7	0%	-2%	2	14%
